Screens as filed in PubChem BioAssay.
LEDGF integ inh: blockers of LEDGF/p75-dependent integrase strand transfer – biochemical, TR-FRET, high throughput, primary screen; HIV-1 integrase (with human LEDGF/p75); TR-FRET IN-LEDGF/p75 DNA integration, Eu/Cy5; 0.64% of 370,000 active; inhibition, % at 3.7 µM;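 active = inhibition above the screen-wide mean plus 3 SD, cut at about 13% in these data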;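 note: signal is the Cy5 over europium emission ratio at 671 and 618 nm; 0% = plate median of compound wells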
KLK7 zymogen act: proKLK7 zymogen activators, primary screen, biochemical, fluorescence intensity; activation, % at 7 µM; purified proKLK7, EDANS-DABCYL substrate fluorescence; 100% is mature enzyme control, 0% vehicle; 0.9% of 370,000 active;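 active = activation above the mean of all tested compounds plus 3 SD, computed per campaign excluding outliers beyond control limits, cut at about 13% in these data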
ASAP1 inh: inhibitors of human ASAP1 ArfGAP activity, primary screen, biochemical, fluorescence polarization; Arf-GAP with SH3 domain, ANK repeat and PH domain-containing protein 1 (Homo sapiens), …; inhibition, % at 16.5 µM; 0.19% of 360,000 active; ASAP1-stimulated ARF1 GTP hydrolysis, GDP FP detection; in the data active = inhibition above about 25%;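 note: 0% = vehicle with enzyme and substrate and 100% = no enzyme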
TDP2 absorb: human TDP2 enzyme inhibitors, primary screen, biochemical, epi absorbance, recombinant enzyme; T5PNP hydrolysis, p-nitrophenol absorbance 415 nm; inhibition, % at 12.8 µM; 0.34% of 370,000 active; AID 720702, 2013;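 active = inhibition above the mean of all tested compounds plus 3 SD, set per campaign, cut at about 25% in these data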;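 note: 0% = DMSO with enzyme and 100% = buffer with substrate but no TDP2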
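Assay system: Recombinant human TDP2 | Quantity: 120 nM TDP2 per well | Incubation: 2 h at 37 °C | Signal: Epi absorbance | Evaluation: Percent inhibition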
ADAM10 inh: human ADAM10 inhibitors, primary screen, biochemical, QFRET, HTS; Disintegrin and metalloproteinase domain-containing protein 10 (Homo sapiens), O14672; recombinant ADAM10, EDANS/DABCYL FRET peptide cleavage, 3 h; inhibition, % at 7 µM; 0.62% of 370,000 active; AID 720582, 2013;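 active = inhibition above a per-campaign cutoff equal to the mean of compounds falling between control-based bounds plus 3 SD, cut at about 20% in these data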;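 note: 0% = DMSO wells while the 100% control is not disclosed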
Target sequence (O14672 214-748 limits assumed): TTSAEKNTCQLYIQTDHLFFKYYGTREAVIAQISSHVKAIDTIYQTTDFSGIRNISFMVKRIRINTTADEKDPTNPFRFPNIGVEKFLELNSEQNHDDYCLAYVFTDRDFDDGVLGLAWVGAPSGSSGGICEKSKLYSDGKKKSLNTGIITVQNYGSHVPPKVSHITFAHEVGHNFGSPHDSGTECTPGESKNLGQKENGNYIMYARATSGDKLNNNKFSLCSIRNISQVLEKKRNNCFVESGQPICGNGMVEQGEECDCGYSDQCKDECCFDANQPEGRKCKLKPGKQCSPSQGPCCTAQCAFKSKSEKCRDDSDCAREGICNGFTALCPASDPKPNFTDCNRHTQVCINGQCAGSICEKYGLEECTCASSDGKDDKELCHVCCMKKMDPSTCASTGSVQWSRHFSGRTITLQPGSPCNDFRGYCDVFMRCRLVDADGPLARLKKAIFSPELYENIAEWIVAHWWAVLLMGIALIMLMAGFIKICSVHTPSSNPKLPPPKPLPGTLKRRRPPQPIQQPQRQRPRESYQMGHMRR
ARFGAP1 inhibitor: inhibitors of rat ARFGAP1 GAP activity, primary screen, biochemical, fluorescence polarization, GDP tracer | ADP-ribosylation factor GTPase-activating protein 1 (Rattus norvegicus), Q62848 | inhibition, % at 16.5 µM | Arfgap1-stimulated ARF1 GTP hydrolysis, GDP FP detection | 0.26% of 360,000 active | AID 651572, 2012;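 active = inhibition above a per-plate limit, mean inhibition of low control wells plus 3 SD, cut at about 25% in these data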;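 note: 0% = DMSO wells with enzyme and 100% = wells lacking Arfgap1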
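System: truncated rat Arfgap1 GAP domain / Benchmarks: high control wells lacking Arfgap1, low control full reaction with DMSO / Times: compound-enzyme preincubation 20 min, reaction 120 min, detection 60 min, 25 °C / Repeats: one replicate per compound / Also added: human ARF1(Δ1-17)-GTP substrate / Measured by: Tracer-displacement fluorescence polarization with EDTA stop, 620/688 nm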
Tn6 DDE FP: inhibitors of Tn6 peptide binding to fibrin DD(E), primary screen, biochemical, fluorescence polarization, human fibrin, Tn6 probe; Fibrin DD(E) TRITC-Tn6 fluorescence polarization displacement; AID 720509, 2013; Fibrinogen beta chain (Homo sapiens), P02675; inhibition, % at 8.3 µM; 0.21% of 370,000 active;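 active = inhibition above a per-campaign cutoff: mean of compounds within control limits plus 3 SD, cut at about 15% in these data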;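 note: 0% = median of all compound wells on the plate and 100% = blocking peptide control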
Tn7 DDE FP: inhibitors of Tn7 peptide binding to fibrin DD(E), primary screen, biochemical, fluorescence polarization, human fibrin, Tn7 probe; FP displacement of FITC-Tn7 peptide from fibrin DD(E); 0% = median of compound wells per plate; AID 720508, 2013; Fibrinogen beta chain (Homo sapiens), P02675; inhibition, % at 8.3 µM; 0.13% of 370,000 active;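 active = inhibition above the mean of compounds falling within the control limits plus 3 SD of them, cut at about 14% in these data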;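 note: 0% = plate median of compound wells and 100% = 10 µM Aha-Tn7 peptide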
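Test system: human clot-derived fibrin DD(E) complex / Quantity: 2 µM final DD(E) protein / Incubation: 10 min plus 3 h, room temperature / Measured by: fluorescence polarization / Benchmarks: high control of 10 µM Aha-Tn7 peptide / Replicates: singlicate testing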
PLCg1 inh: PLC-gamma1 enzyme inhibitors, primary screen, biochemical, fluorescence, purified enzyme | 0.84% of 370,000 active | 1-phosphatidylinositol 4,5-bisphosphate phosphodiesterase gamma-1 (Homo sapiens), P19174 | inhibition, % at 12.2 µM | fluorogenic substrate; in the data active = inhibition above about 9.5%
ADAM17 inh: ADAM17 inhibitors, primary screen, biochemical, QFRET; recombinant ADAM17, EDANS/DABCYL FRET peptide cleavage; Disintegrin and metalloproteinase domain-containing protein 17 (Homo sapiens), P78536; AID 720648, 2013; 0.83% of 370,000 active; inhibition, % at 6.95 µM;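 active = inhibition above the mean of compounds lying between control limits plus 3 SD, set per campaign, cut at about 8.5% in these data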;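 note: 0% = DMSO-only wells as the low control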
Target sequence (P78536 215-824 limits assumed): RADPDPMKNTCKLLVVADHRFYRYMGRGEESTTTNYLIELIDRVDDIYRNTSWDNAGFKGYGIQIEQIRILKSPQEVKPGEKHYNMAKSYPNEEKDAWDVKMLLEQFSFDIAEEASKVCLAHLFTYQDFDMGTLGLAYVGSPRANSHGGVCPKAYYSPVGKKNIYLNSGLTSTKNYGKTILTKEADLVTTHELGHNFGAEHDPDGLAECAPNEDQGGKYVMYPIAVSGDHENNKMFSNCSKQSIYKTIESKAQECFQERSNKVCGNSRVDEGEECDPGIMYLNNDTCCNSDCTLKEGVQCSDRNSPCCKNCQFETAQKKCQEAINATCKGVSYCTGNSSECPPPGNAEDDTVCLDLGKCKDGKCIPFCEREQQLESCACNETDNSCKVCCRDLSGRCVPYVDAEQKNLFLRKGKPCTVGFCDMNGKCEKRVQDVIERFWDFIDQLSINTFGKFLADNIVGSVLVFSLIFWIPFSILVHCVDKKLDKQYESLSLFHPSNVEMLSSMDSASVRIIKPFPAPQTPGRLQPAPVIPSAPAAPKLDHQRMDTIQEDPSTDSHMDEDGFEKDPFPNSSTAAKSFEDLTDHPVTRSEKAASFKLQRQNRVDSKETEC
* hit, by the source's call; i = inactive; / = no result given.

SMILES	LEDGF integ inh	KLK7 zymogen act	ASAP1 inh	TDP2 absorb	ADAM10 inh	ARFGAP1 inhibitor	Tn6 DDE FP	Tn7 DDE FP	PLCg1 inh	ADAM17 inh
CC1CC(Nc2ccccc2)c2ccccc2N1C(=O)c1cccnc1 (configuration not stated)	1	0.3	-16	3	-8	0	-9	-4	-2	-4
COc1ccc(N(CC(=O)Nc2cccc(N(C)S(C)(=O)=O)c2)S(=O)(=O)c2ccccc2)cc1Cl	44*	-0.3	5	-1	10	16	10	5	0	7
CNc1nc(-c2ccc(Cl)cc2)cs1	0	-0.6	3	-13	-12	-4	-4	0	-1	5
Cc1ccccc1Cn1cc(COC(=O)NCCc2c[nH]c3ccccc23)nn1	3	-0.1	/	4	3	/	4	0	0	-1
O=C(c1cc(Cl)ccc1Cl)N1CCOCC1	4	-0.1	-3	-3	-4	0	0	-2	3	1
COC(=O)c1ccccc1S(=O)(=O)N1CCC(C(=O)OCC(=O)c2ccccc2OC)CC1	-5	-0.2	3	-7	-4	9	1	4	0	2
CCCn1nnc(NC(=S)NC(=O)Cc2ccccc2)n1	0	-0.6	5	-3	-7	-3	-4	-4	4	-4
CC(C(=O)Nc1cc([N+](=O)[O-])ccc1Cl)N1CCN(c2ccccc2O)CC1 (configuration not stated)	5	0.1	15	-4	14	3	0	-2	2	5
COc1nc2c(s1)C(=O)NCCC2	2	-0.2	5	2	-1	12	-3	-11	4	1
CC1C(C#N)=C(N)OC2=C1C(=O)CC(c1ccccc1)C2 (configuration not stated)	-1	-0.5	2	8	-9	-8	4	3	-2	-7
COc1ccc(-n2nnc3c(=O)n(CC(=O)N4CCCC4)cnc32)cc1	-5	0.5	1	-7	-3	8	-8	-4	-3	-5
CCn1c(C)nc2cc(C(=O)NNC(=O)CCC3CCCC3)ccc21	1	0.0	-2	-8	5	-6	-1	0	0	1
O=C1C2C3C=CC(C3)C2C(=O)N1c1ccncc1 (configuration not stated)	2	-0.5	8	5	-5	8	6	4	1	-5
CCCCNC(=O)CNC(=S)N(CCCN1CCOCC1)Cc1cccs1	2	-0.2	-8	1	2	5	7	-3	8	3
CCN(C(=O)COC(=O)CNC(=O)c1ccc(C)cc1)c1c(N)n(Cc2ccccc2)c(=O)[nH]c1=O	-3	0.0	6	-3	-8	1	-1	2	0	0
C/C(COc1ccccc1)=N\NC(=O)c1nnn(-c2nonc2N)c1CSc1ccc(C)cc1	3	0.7	-12	2	-10	0	-6	5	0	-2
Cc1cc(=O)oc2cc(NC(=S)NNC(=O)c3c(Cl)cnn3C)ccc12	-3	7.4	15	18	i	5	1	3	-185	-381
Cc1cc(C)n(-c2ccc(C(=O)Nc3nnc(C4CC4)s3)cc2)n1	-4	-0.3	8	-13	0	16	4	-4	2	1
Cc1c(C(=O)NC2CCN(Cc3ccccc3)C2)oc2ccc(Br)cc12 (configuration not stated)	1	-0.3	-5	2	1	7	0	4	-3	-2
Cc1ccc(CNS(=O)(=O)/C=C/c2ccc3c(c2)OCO3)cc1	-1	0.1	-1	3	-9	6	3	-3	1	-6

Structures from the list above with two or more sulfur atoms:
SMILES	LEDGF integ inh	KLK7 zymogen act	ASAP1 inh	TDP2 absorb	ADAM10 inh	ARFGAP1 inhibitor	Tn6 DDE FP	Tn7 DDE FP	PLCg1 inh	ADAM17 inh
COc1ccc(N(CC(=O)Nc2cccc(N(C)S(C)(=O)=O)c2)S(=O)(=O)c2ccccc2)cc1Cl	44*	-0.3	5	-1	10	16	10	5	0	7
CCCCNC(=O)CNC(=S)N(CCCN1CCOCC1)Cc1cccs1	2	-0.2	-8	1	2	5	7	-3	8	3

Additional records
SMILES	LEDGF integ inh	KLK7 zymogen act	ASAP1 inh	TDP2 absorb	ADAM10 inh	ARFGAP1 inhibitor	Tn6 DDE FP	Tn7 DDE FP	PLCg1 inh	ADAM17 inh
CC12CCC(C(=O)NNc3ccccc3)(C(=O)C1=O)C2(C)C (configuration not stated)	8	0.2	-2	-4	3	7	15	0	2	0
CN(C)CCCN(C(=O)c1ccco1)c1nc2ccc(F)cc2s1	1	-0.2	-11	18	0	-1	1	-10	2	-1
Cc1cccc(-c2nnn(Cc3nnc(NC(=O)c4ccccc4)s3)n2)c1	2	-0.9	10	-8	-3	9	2	3	-2	-3
Cc1cccc(N2CCN(C(=O)C3CCCN(S(=O)(=O)c4c(C)noc4C)C3)CC2)c1C (configuration not stated)	-1	0.5	16	0	0	-1	3	3	2	1
CN(C)S(=O)(=O)c1cccc(C(=O)N(Cc2ccc(F)cc2)Cc2ccco2)c1	4	-0.2	12	-9	6	-2	-5	-6	3	4
COCCCNc1nc2ccccc2nc1NS(=O)(=O)c1ccc(C)cc1	1	2.9	-15	7	-148	7	5	5	-92	-47
O=C(Nc1ccccc1Cl)c1cnccn1	1	-0.1	2	7	-4	-3	1	-8	0	-2
Cc1cnc(C(=O)OCC(=O)NCc2ccc3c(c2)OCO3)cn1	4	-1.2	-1	-4	9	-4	4	0	3	0
CCOC(=O)[C@@H](C)N1[C@@H](C)[C@H](c2ccccc2)Oc2ccc(Cl)cc2S1(=O)=O	-3	0.0	2	-4	-18	11	3	4	-2	3
Cc1nn(C)c(Cl)c1C(=O)NCC(=O)Nc1ccc(C(C)C)cc1	8	1.0	6	-4	5	-1	3	-5	4	-1
COC(=O)C1=C[C@@H](C(=O)OC)[C@@H]2C3=C(C(=O)[C@]2(C)NC(=O)c2ccccc2)[C@H](C)n2c(=O)n(C)c(=O)n2[C@@H]3C1	2	0.5	-1	-5	-1	-6	-1	-2	0	-4
COC(=O)[C@]12C[C@H](CC(=O)NCCCN3CCCC3=O)C(=O)N(Cc3ccco3)C1=C[C@H](COCc1ccccc1)O[C@@H]2C	-1	-0.5	/	-8	5	/	-2	-1	-1	-3
Cn1c(NCCCO)nc2ccccc21	0	0.4	-3	-1	-7	4	4	-2	0	-4
Cn1nc(C(=O)Nc2nc3ccccc3[nH]2)c2ccccc2c1=O	4	0.0	11	-7	-20	2	-4	-5	-16	-5
CC(C)(C)OC(=O)N1CCCC1C(=O)O (configuration not stated)	5	-0.3	0	-14	1	-1	-1	0	8	1
Cc1ccc(-c2noc(CCC(=O)Nc3ccc4c(c3)OCO4)n2)cc1	1	0.3	16	14	7	-11	-6	6	1	-3
O=C(CCc1nc2ccccc2[nH]c1=O)OCC(=O)c1ccc(Cl)cc1	-3	0.9	0	2	-29	9	-4	2	0	-9
COC(=O)[C@]12C[C@H](CC(=O)N3CCCC3)C(=O)N(CCC3=CCCCC3)C1=C[C@H](C1CCCC1)O[C@@H]2C	-1	0.2	/	-5	-5	/	-9	1	11*	-5
CCOC(=O)c1[nH]c2cc3c(cc2c1NC(=O)CN1CCN(CCO)CC1)OCO3	-1	49*	8	1	i	2	-4	-2	i	i
O=S(=O)(c1ccc2ccccc2c1)N1CCN(C2Cc3ccccc3C2)CC1	6	0.0	10	9	11	7	-1	-8	7	3

Fetched by compound from the list above (five):
SMILES	LEDGF integ inh	KLK7 zymogen act	ASAP1 inh	TDP2 absorb	ADAM10 inh	ARFGAP1 inhibitor	Tn6 DDE FP	Tn7 DDE FP	PLCg1 inh	ADAM17 inh
O=C(Nc1ccccc1Cl)c1cnccn1	1	-0.1	2	7	-4	-3	1	-8	0	-2
Cn1nc(C(=O)Nc2nc3ccccc3[nH]2)c2ccccc2c1=O	4	0.0	11	-7	-20	2	-4	-5	-16	-5
Cc1cccc(N2CCN(C(=O)C3CCCN(S(=O)(=O)c4c(C)noc4C)C3)CC2)c1C (configuration not stated)	-1	0.5	16	0	0	-1	3	3	2	1
Cc1cnc(C(=O)OCC(=O)NCc2ccc3c(c2)OCO3)cn1	4	-1.2	-1	-4	9	-4	4	0	3	0
CCOC(=O)c1[nH]c2cc3c(cc2c1NC(=O)CN1CCN(CCO)CC1)OCO3	-1	49*	8	1	i	2	-4	-2	i	i

Additional records.
SMILES	LEDGF integ inh	KLK7 zymogen act	ASAP1 inh	TDP2 absorb	ADAM10 inh	ARFGAP1 inhibitor	Tn6 DDE FP	Tn7 DDE FP	PLCg1 inh	ADAM17 inh
CCCN1C2CCCC1CC(NC(=O)c1cccc(Cl)c1)C2 (configuration not stated)	-2	-0.4	5	6	0	8	-2	0	1	-4
O=C(NCC(=O)N(c1cccc(F)c1)C(C(=O)NCC1CCCO1)c1ccccc1)c1ccco1 (configuration not stated)	1	0.3	-4	1	-2	5	3	6	1	-4
O=C(CSC1=NS(=O)(=O)c2cc(F)ccc2N1)NCCc1ccccc1	-1	0.0	-3	-1	-5	4	4	2	-1	1
COc1ccccc1CNC(=O)COC(=O)c1c[nH]c2ccccc12	1	0.4	8	-6	5	-2	-4	2	2	-1
CC(C)CC(=O)C1CCCN(C(=O)c2ccc3oc(Cc4ccccc4)nc3c2)C1 (configuration not stated)	-2	0.7	-7	-6	-2	0	1	-6	-2	1
CN(C)CCNC(=O)c1cccc(-c2cnc3c(NC=O)cc(-c4ccc(F)cc4)cn23)c1	-6	-1.8	-3	8	-28	-2	-3	2	-35	-7
O=C(CN1C(=O)CCC1=O)c1ccc(-c2ccccc2)cc1	-2	0.1	7	4	-2	-14	0	0	0	-1

Ordered by count of non-hydrogen atoms (low to high): some entries from above.
SMILES	LEDGF integ inh	KLK7 zymogen act	ASAP1 inh	TDP2 absorb	ADAM10 inh	ARFGAP1 inhibitor	Tn6 DDE FP	Tn7 DDE FP	PLCg1 inh	ADAM17 inh
O=C(CN1C(=O)CCC1=O)c1ccc(-c2ccccc2)cc1	-2	0.1	7	4	-2	-14	0	0	0	-1
COc1ccccc1CNC(=O)COC(=O)c1c[nH]c2ccccc12	1	0.4	8	-6	5	-2	-4	2	2	-1
CC(C)CC(=O)C1CCCN(C(=O)c2ccc3oc(Cc4ccccc4)nc3c2)C1 (configuration not stated)	-2	0.7	-7	-6	-2	0	1	-6	-2	1
O=C(NCC(=O)N(c1cccc(F)c1)C(C(=O)NCC1CCCO1)c1ccccc1)c1ccco1 (configuration not stated)	1	0.3	-4	1	-2	5	3	6	1	-4

Rows were taken by chance. Share with any hit: about 4.2%.
